Bioassay records from PubChem.
Bim-Bcl-XL = inhibitors of Bim-Bcl-XL interaction, human. Bim peptide-Bcl-XL binding, bead flow cytometry, fluorescence. AID 1007. actives 0.04% (n = 190,000). Q07817. inhibition, % at 10 µM
Rac1 wt GTP bind = human Rac1 wildtype GTP binding, inhibitors and activators | P63000 | GST-Rac1 beads, fluorescent GTP binding, flow cytometry; actives lie on both sides; 0 = cold GTP competed, 100 = untreated | GTP binding activity (% of control), % at 10 µM | actives 0.27% (n = 190,000) | AID 757;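 active = GTP binding activity at least 20 points away from the 100% control level, either lower or higher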
HRas wt GTP = modulators of GTP binding to human HRas wildtype | GST-Ras wt beads, Bodipy-FL-GTP binding, flow cytometry; actives lie on both sides | actives 0.14% (n = 190,000) | GTP binding activity, % at 10 µM | P01112 | AID 759;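 active = GTP binding activity at least 20% away from the 100% baseline, either lowered as inhibitor or raised as activator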;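 also: 0% = unlabeled GTP competition control and 100% = no-compound control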
Bim-Bcl-W = disrupts Bim peptide binding to human Bcl-W | Q92843 | bead-based flow cytometry | inhibition, % at 10 µM | actives 0.02% (n = 190,000) | AID 952;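 also: 0% = bound tracer without compound and 100% = peptide blocker; higher means less fluorescent Bim peptide bound to Bcl-W beads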
Bim-Bfl-1 = inhibitors of Bim-Bfl-1 interaction, human; Q16548; Bead-based flow cytometry, Bim-Bfl-1 binding inhibition; actives 0.12% (n = 190,000); inhibition, % at 10 µM;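 also: 0% = wells without compound plus tracer and 100% = blocker peptide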
Rab7 wt GTP bind = modulators of GTP binding to dog Rab7 wildtype GTPase | GST-Rab7 beads, fluorescent GTP binding, flow cytometry; actives lie on both sides; untreated = 100%, excess cold GTP = 0% | GTP binding activity (percent of control), % at 10 µM | actives 0.055% (n = 190,000);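 active = fluorescent GTP binding to Rab7 beads changed by at least 20 points from the 100% baseline, either direction, mostly lower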;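 also: median green fluorescence of bound Bodipy-FL-GTP per Rab7 bead population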
Rac1 act GTP bind = human Rac1 activated mutant GTP binding change; AID 764; percent activity (GTP binding), % at 10 µM; actives 0.11% (n = 190,000); GST-Rac1 activated beads, fluorescent GTP binding, flow cytometry; actives lie on both sides; 100% means binding = to untreated wells;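 active = GTP binding at least 20 percentage points away from the 100% baseline, in either direction, so actives lie on both sides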
Bim-Bcl-2 = human Bim-Bcl-2 interaction inhibition; inhibition, % at 10 µM; Bead-based flow cytometry, Bim peptide-Bcl-2 binding; P10415; actives 0.06% (n = 190,000); in the data active = inhibition above about 40%;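 also: 0% = no compound wells with probe peptide and 100% = reference peptide inhibitor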
Target sequence (P10415 whole entry, looked up): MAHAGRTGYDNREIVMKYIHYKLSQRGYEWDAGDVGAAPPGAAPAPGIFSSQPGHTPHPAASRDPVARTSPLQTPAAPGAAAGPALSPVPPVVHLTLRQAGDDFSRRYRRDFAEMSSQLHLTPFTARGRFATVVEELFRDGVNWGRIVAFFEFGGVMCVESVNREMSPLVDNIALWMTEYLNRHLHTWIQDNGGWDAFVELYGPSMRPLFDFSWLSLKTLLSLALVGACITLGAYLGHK
Bcl-B Bim block = inhibitors of Bim-Bcl-B interaction, human. bead-based flow cytometry, Bim peptide-Bcl-B binding. inhibition, % at 10 µM. actives 0.073% (n = 190,000). AID 951;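 also: 0% = tracer peptide without compound and 100% = reference inhibitor peptide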
Rab2 wt GTP = changes GTP binding to wildtype dog Rab2A, up or down. P61105. GST-Rab2 wt beads, Bodipy-GTP binding, flow cytometry. GTP binding activity, % at 10 µM. actives 0.19% (n = 190,000). AID 760;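 active = GTP binding activity at least 20 points away from 100%, either lowered or raised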;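 also: 0% = beads with excess unlabeled GTP and 100% = no-compound control corrected for plate trend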
Cdc42 wt GTP = modulators (inhibitors or activators) of GTP binding to human Cdc42 wildtype. actives 0.2% (n = 190,000). AID 761. GST-Cdc42 beads, Bodipy-GTP binding, flow cytometry; actives lie on both sides. percent activity (GTP binding), % at 10 µM;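 active = percent activity GTP binding at least 20 points away from the 100% baseline, either down as inhibitor or up as activator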;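 also: median bead fluorescence of bound Bodipy-FL-GTP at 100 nM; 0% = excess unlabeled GTP control and 100% = no compound control; below 100% means less GTP binding so inhibitor and above means activator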
* marks the source's active call; other numbers are inactive results; & = joins results of further samples. Rule as the data show it, unless noted: active = inhibition above about 40%. This is a subset, so the mix of outcomes need not match the whole.

SMILES | Bim-Bcl-XL | Rac1 wt GTP bind | HRas wt GTP | Bim-Bcl-W | Bim-Bfl-1 | Rab7 wt GTP bind | Rac1 act GTP bind | Bim-Bcl-2 | Bcl-B Bim block | Rab2 wt GTP | Cdc42 wt GTP
CC[C@@H]1C(=O)OC[C@@H]1Cc1cncn1C | 4.0&-1.0&-3.0 | 102.0&102.0 | 102.0&99.0 | 6.0&-2.0&-2.0 | 2.0&0.0&-3.0 | 102.0&103.0 | 100.0&98.0 | 9.0&1.0&-6.0 | 9.0&-2.0&-5.0 | 102.0&100.0 | 100.0&100.0
